aSyn UTR inh: MLPCN primary screen, SNCA 5' untranslated region | inhibition, % (tested at 7.5 µM) | alpha-synuclein 5'UTR reporter, inhibitor activity | hit rate 0.82% among 300,000 | AID 1813; in the data active = inhibition above about 60%; inconclusive = no clear call, values can overlap the other calls;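 note: H4 neuroglioblastoma cells stably carrying SNCA 5'UTR luciferase fusion; 0% = DMSO wells and 100% = positive control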
GSK3B inh: blocks human GSK3beta kinase activity | hit rate 0.038% among 300,000 | AID 2097 | GST-GSK3beta kinase, ADP-Glo luminescence, 60 min; active compounds read low | activity score (negative = inhibition), % at 10 µM;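 active = more than half of replicate wells score below -50%, meaning over 50% inhibition versus plate controls; inconclusive = some replicates but at most half score below -50%; inactive = no replicate scores below -50%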;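 note: 0% = median DMSO wells and -100% = median GW8510 positive control wells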
Target sequence (P49841 whole entry, looked up): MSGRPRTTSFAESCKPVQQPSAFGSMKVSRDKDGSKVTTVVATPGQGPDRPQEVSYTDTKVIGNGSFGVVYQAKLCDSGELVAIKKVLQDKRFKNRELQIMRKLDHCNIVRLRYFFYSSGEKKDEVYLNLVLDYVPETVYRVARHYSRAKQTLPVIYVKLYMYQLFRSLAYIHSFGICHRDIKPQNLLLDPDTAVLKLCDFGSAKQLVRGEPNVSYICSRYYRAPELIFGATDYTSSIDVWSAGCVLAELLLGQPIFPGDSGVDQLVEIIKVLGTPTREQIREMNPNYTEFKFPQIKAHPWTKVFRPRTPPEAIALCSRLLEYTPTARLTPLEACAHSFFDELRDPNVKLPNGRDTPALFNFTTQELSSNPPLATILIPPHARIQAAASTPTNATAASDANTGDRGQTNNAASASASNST
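Assay system: GST-fused GSK3beta enzyme, cell-free / Medium: Tris pH 7.5 buffer with MgCl2, DTT, BSA, heparin / Also added: peptide substrate plus 25 µM ATP (final) / Compound: 10 µM single point / Timing: kinase reaction with compound 60 min at room temperature / Detection: ADP-Glo luminescence / Benchmarks: DMSO neutral wells and GW8510 at 20 µM as positive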
AI-2 QS mod: modulators of Vibrio harveyi AI-2 quorum sensing system; Vibrio harveyi JMH597 AI-2 luminescence/OD600 ratio, 9 h; active compounds read low; strain lacks LuxN and CqsS sensors; 0 = neutral-control median; activity change, % at 7.5 µM; hit rate 0.4% among 300,000; in the data active = activity change below about -75%, passing the limit was not always enough; inconclusive = no clear call, values can overlap the other calls;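 note: luminescence divided by OD600 gain over 9 h not by final OD600 alone; inactives centre near 13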
KLF5 inhibitor: inhibitors of KLF5 expression; hit rate 0.23% among 290,000; inhibition, % at 5 µM; DLD-1 KLF5 promoter-luciferase reporter, luminescence;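 active = inhibition above a per-plate limit of that plate's mean compound inhibition plus 3 SD, cut at about 60% in these data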;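 note: 0% = DMSO wells and 100% = LY294002 at 200 µM; higher means less KLF5 promoter-driven luciferase light; inactives centre near -14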
PolyA inhibitor: blocks polyadenylation in yeast reporter cells | calls only at 12 µM | S. cerevisiae SKY197-pL101 polyadenylation reporter, beta-gal luminescence; efflux-impaired pdr1/pdr3 knockout yeast; score 100 = 6 SD above DMSO | hit rate 0.02% among 300,000;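 active = lowest replicate activity score at least 50, where 100 means six control SD above control mean; inconclusive = lowest score under 50 but half or more replicates reach 50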;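 note: yeast exposed to compound for 9 h at 30 °C; higher score means more reporter readthrough which indicates perturbed polyadenylation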
HSP90 refold inh: inhibitors of HSP90 luciferase refolding in rabbit reticulocyte lysate. AID 1789. hit rate 0.91% among 290,000. inhibition, % at 5.6 µM. luciferase refolding luminescence, 3 h;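 active = inhibition above the screen-wide mean plus 3 SD, computed separately per campaign, cut at about 16% in these data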;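 note: 0% = DMSO wells and 100% = 60 µM geldanamycin wells; inhibitors lower the luminescence because luciferase stays unfolded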
IEC-6 cytotox: counter-screen for KLF5 inhibitors: cytotoxicity in IEC-6 cells. IEC-6 cytotoxicity, luminescence viability. inhibition, % at 5 µM. hit rate 0.78% among 290,000. AID 1825; in the data active = inhibition above about 22%;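 note: 0% = plate median of test compound wells and 100% = cytotoxic reference compound wells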
HSF-1 act: increases HSF-1 driven luciferase reporter signal; activation, % at 9 µM; AID 504408; hit rate 1.7% among 300,000; NIH3T3-HGL HSF-1 luciferase reporter, MG132, 8 h; 100% = twice DMSO control signal;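 active = mean replicate activation of at least 50% with a set share of replicates each reaching 50%; inconclusive = only one of those two conditions met; inactive = mean below 50% and too few replicates reaching it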;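 note: 0% = median of the neutral control wells and 100% = twice that signal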
HSF1 inh: HSF1 inhibition. activity change, negative = inhibition, % at 7.5 µM (by protocol). NIH3T3-HGL HSE-luciferase, MG132-induced, luminescence 8 h; active compounds read low. hit rate 0.77% among 300,000;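 active = more than half of replicate wells show activity change below -50%, luminescence cut by over half; inconclusive = some wells, but at most half, below -50%; inactive = no replicate well below -50%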;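 note: luciferase reports HSF-1 transcriptional activity via heat shock element; 0% = median of DMSO wells and -100% = zero luminescence signal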
GSK3 alpha inh: inhibitors of human GSK-3 alpha kinase; ADP-Glo luminescence, 60 min; inhibition, % at 10 µM; hit rate 0.1% among 320,000; AID 2650;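 in the data active = inhibition above about 50%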;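 note: GST-tagged GSK-3 alpha with peptide substrate and 25 µM ATP; 0% = DMSO neutral wells and 100% = GW8510 positive control wells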
The depositor's hits bear a star; i = inactive; ? = inconclusive; · = not tested or not shown. Not all compounds are listed; count on the stated rates, not on these rows.

smiles	aSyn UTR inh	GSK3B inh	AI-2 QS mod	KLF5 inhibitor	PolyA inhibitor	HSP90 refold inh	IEC-6 cytotox	HSF-1 act	HSF1 inh	GSK3 alpha inh
c1ccc2oc(-c3ccn[nH]3)cc2c1	-120.0	-1.2	-9.9	-116.9	i	-0.4	1.5	20.7	9.0	-0.3
Cc1cc(C)c2c(n1)sc1c(=O)n(CC(=O)c3ccccc3)cnc12	-131.7	-19.0	10.6	-7.4	i	2.6	-1.6	17.5	7.3	-2.5
CC(C)CN(C(=O)COC(=O)c1nc(Cl)ccc1Cl)c1c(N)n(Cc2ccccc2)c(=O)[nH]c1=O	5.9	0.4	14.2	-19.3	i	-2.0	5.1	-10.5	0.3	-0.4
O=C(CSc1nc2ccc(NC(=O)c3ccccc3C(=O)O)cc2s1)Nc1c(Cl)cccc1Cl	15.4	0.7	23.0	0.7	i	0.9	1.3	15.1	5.7	-1.5
COc1cccc(/C=C/C(=O)OCC(=O)Nc2ccc(Cl)c(S(=O)(=O)N(C)C)c2)c1	11.7	-7.0	4.5	-6.8	i	-2.4	-0.9	12.8	-8.9	-1.3
COc1cccc(NC(=O)c2ccc(-c3ccc([N+](=O)[O-])cc3)o2)c1	-54.3	0.5	3.5	2.8	i	0.8	-0.6	41.1	11.8	-1.5
Cc1ccc(-n2c(C)cc(/C=c3/sc4nc5ccccc5n4c3=O)c2C)cc1	66.7*	-2.9	8.2	-16.4	i	1.5	4.5	-84.8	-81.8*	·
COc1ccc(NC(=S)Nc2ccccc2F)c(OC)c1	5.2	2.4	1.5	26.0	i	1.5	-2.1	-5.9	1.4	-2.0
Cc1cccc(NS(=O)(=O)c2ccc3oc(=O)ccc3c2)c1C	5.1	2.2	6.7	-10.1	i	-4.1	1.5	-3.6	0.3	-0.3
Cn1cc(S(=O)(=O)c2ccccc2)n(C)c1=O	10.2	-5.2	3.2	6.0	i	-4.6	-0.7	-14.0	-9.6	-1.5
Cc1ccc(Cn2c(=O)c3c(nc4n3CCN4Cc3ccco3)n(C)c2=O)cc1	23.6	1.1	0.1	-10.4	i	-1.0	5.7	3.3	-0.8	-7.6
Cc1ccc(S(=O)(=O)Nc2c(C)n(C)n(-c3ccccc3)c2=O)cc1C(=O)NCc1ccccn1	-5.1	-14.2	10.3	-9.2	i	-0.5	-4.6	-13.6	-2.0	12.1
COc1ccccc1C(=O)NCCC(=O)NN1C(=O)NC2(CCCCC2)C1=O	2.4	2.1	11.9	·	i	·	·	-5.3	-10.0	-3.9
CC(/C=C/c1ccccc1)=N\NC(=O)Cn1nc(C)cc1C	-11.4	-2.8	-7.7	-39.1	i	6.9	0.2	5.5	3.2	-0.6
O=C(NC1CCCC1)c1cc2cc(Br)ccc2o1	-138.8	0.4	6.1	-148.5	i	-3.1	2.0	60.3*	38.7	-2.8
COc1ccc2nc(NC(=O)C3CCN(S(=O)(=O)c4cccnc4)CC3)sc2c1	0.4	-5.0	?	2.0	i	0.1	-3.4	-16.4	-16.7	3.0
Cc1cc(C)nc(Nc2cccc3ccccc23)n1	-1.5	4.6	6.3	-10.7	i	-1.0	-3.2	42.9	5.6	5.1
CCN(CC)c1ncnc2c1cnn2Cc1ccc(C)cc1	23.7	-0.2	-1.4	-1.6	i	1.8	3.1	-5.5	4.6	-0.8
Cc1ccc(S(=O)(=O)C2(C(=O)O)CCCC2)cc1C	5.8	3.8	-4.8	-29.9	i	-1.4	-6.7	0.3	-1.5	-0.7
COc1cc(-c2onc3ccc(Br)cc23)cc(OC)c1OC	66.5*	-2.1	13.6	-12.6	i	3.8	1.7	·	·	-1.8
Cc1noc(C)c1C(=O)NCc1ccccc1Br	4.9	2.5	30.6	-6.7	i	-4.0	-9.0	-0.3	-3.8	-0.9
CC(=O)Nc1ccc(C(=S)NCCCO)cc1	2.7	0.7	12.8	4.3	i	1.2	2.3	-6.7	-4.7	-1.6
COc1ccccc1C(=O)N(CN1CCCC1=O)c1cccc(Cl)c1	6.6	1.8	14.8	-13.5	i	1.1	-0.5	1.6	-4.7	-0.5
CC(C)CCn1c(N2CCOCC2)nc2c1c(=O)n(CC(N)=O)c(=O)n2C	15.4	1.0	1.3	-40.9	i	0.5	-1.2	-7.7	5.4	-0.4
CCOC(=O)c1nc(NCc2ccccc2C)c2ccccc2n1	5.7	-1.4	1.6	-16.9	i	-0.3	-3.3	-51.3	-37.4	-4.9

Gathered by group: the entries above with an aryl methoxy group
smiles	aSyn UTR inh	GSK3B inh	AI-2 QS mod	KLF5 inhibitor	PolyA inhibitor	HSP90 refold inh	IEC-6 cytotox	HSF-1 act	HSF1 inh	GSK3 alpha inh
COc1cccc(/C=C/C(=O)OCC(=O)Nc2ccc(Cl)c(S(=O)(=O)N(C)C)c2)c1	11.7	-7.0	4.5	-6.8	i	-2.4	-0.9	12.8	-8.9	-1.3
COc1cccc(NC(=O)c2ccc(-c3ccc([N+](=O)[O-])cc3)o2)c1	-54.3	0.5	3.5	2.8	i	0.8	-0.6	41.1	11.8	-1.5
COc1ccc(NC(=S)Nc2ccccc2F)c(OC)c1	5.2	2.4	1.5	26.0	i	1.5	-2.1	-5.9	1.4	-2.0
COc1ccccc1C(=O)NCCC(=O)NN1C(=O)NC2(CCCCC2)C1=O	2.4	2.1	11.9	·	i	·	·	-5.3	-10.0	-3.9
COc1ccc2nc(NC(=O)C3CCN(S(=O)(=O)c4cccnc4)CC3)sc2c1	0.4	-5.0	?	2.0	i	0.1	-3.4	-16.4	-16.7	3.0
COc1cc(-c2onc3ccc(Br)cc23)cc(OC)c1OC	66.5*	-2.1	13.6	-12.6	i	3.8	1.7	·	·	-1.8
COc1ccccc1C(=O)N(CN1CCCC1=O)c1cccc(Cl)c1	6.6	1.8	14.8	-13.5	i	1.1	-0.5	1.6	-4.7	-0.5

Bioassay records (PubChem BioAssay)
